# High-throughput results: PubChem BioAssay, The Scripps Research Institute Molecular Screening Center
# FBW7 activator: FBW7 E3 ligase activators, primary screen, biochemical, AlphaScreen, human. AlphaScreen FBW7–phospho-cyclin E peptide binding, activator screen. normalized activity (activation), % at 26.1 µM. actives 0.13% (n = 650,000). AID 1259310, 2017; in the data active = normalized activity above about 1.9%;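 note: purified mutant Fbw7 with reduced substrate affinity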
# MITF primary: MITF inhibitors, primary screen, biochemical, AlphaScreen, human. Microphthalmia-associated transcription factor (Homo sapiens), O75030. AlphaScreen MITF homodimerization, bead proximity signal. inhibition, % at 2.6 µM. actives 0.91% (n = 650,000). AID 1259374, 2018; in the data active = inhibition above about 50%;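 note: 0% = vehicle wells with protein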
# Target sequence (O75030 whole entry, looked up): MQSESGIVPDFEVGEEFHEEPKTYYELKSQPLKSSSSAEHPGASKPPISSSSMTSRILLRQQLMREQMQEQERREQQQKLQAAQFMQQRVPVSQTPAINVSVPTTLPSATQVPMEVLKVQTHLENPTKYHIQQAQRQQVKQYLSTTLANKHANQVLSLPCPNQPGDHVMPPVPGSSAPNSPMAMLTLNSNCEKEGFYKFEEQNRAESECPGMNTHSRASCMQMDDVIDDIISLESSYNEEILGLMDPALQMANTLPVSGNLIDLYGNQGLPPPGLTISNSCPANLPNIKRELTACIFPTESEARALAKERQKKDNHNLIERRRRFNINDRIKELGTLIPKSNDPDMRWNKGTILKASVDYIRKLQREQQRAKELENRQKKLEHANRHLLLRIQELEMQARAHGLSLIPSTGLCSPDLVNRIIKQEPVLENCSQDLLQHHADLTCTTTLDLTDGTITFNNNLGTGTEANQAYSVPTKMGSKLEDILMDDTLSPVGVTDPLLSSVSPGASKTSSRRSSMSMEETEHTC
# GPR151 activ: activators of human GPR151, primary screen, cell-based, PathHunter beta-arrestin, luminescence; PathHunter beta-arrestin GPR151 cells; AID 1508602, 2020; activation, % at 11.2 µM; actives 1% (n = 650,000); in the data active = activation above about 4.9%;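 note: 0% = median of compound wells and 100% = cells with positive control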
# Target sequence (Q8TDV0 whole entry, looked up): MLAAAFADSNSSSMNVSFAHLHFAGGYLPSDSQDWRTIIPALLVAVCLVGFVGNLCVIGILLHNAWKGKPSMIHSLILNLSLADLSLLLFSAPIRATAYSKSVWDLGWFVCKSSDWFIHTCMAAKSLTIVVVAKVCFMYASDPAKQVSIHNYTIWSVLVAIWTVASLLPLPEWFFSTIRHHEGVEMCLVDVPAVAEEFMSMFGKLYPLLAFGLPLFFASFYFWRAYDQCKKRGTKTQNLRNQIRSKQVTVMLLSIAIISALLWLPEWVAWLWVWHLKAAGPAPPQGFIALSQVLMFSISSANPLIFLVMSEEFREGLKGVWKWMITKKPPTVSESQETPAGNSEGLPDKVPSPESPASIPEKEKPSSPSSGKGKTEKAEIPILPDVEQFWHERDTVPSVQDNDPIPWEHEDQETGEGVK
# TEAD-YAP inh: TEAD-YAP interaction inhibition, primary screen, TEAD-YAP interaction inhibitor project, luminescence, HEK-TIYL cells; actives 1.4% (n = 640,000); TEAD-Gal4/YAP UAS-luciferase luminescence; AID 1259422, 2018; inhibition, % at 9.12 µM; in the data active = inhibition above about 32%;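 note: 0% = median of test compound wells and 100% = reference inhibitor wells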
# * marks the source's active call; other numbers are inactive results.
SMILES,FBW7 activator,MITF primary,GPR151 activ,TEAD-YAP inh
CCC(Oc1ccc2ccccc2c1Br)C(=O)NN (centres undefined),0.1,-6,0.2,-2
CC(=O)NCC(=O)NCC1Cc2cc(C)cc(-c3ccccn3)c2O1 (centres undefined),-0.1,-7,0.8,3
C=CCN1N=C(NC(=O)c2cccc(Br)c2)SC(C)=C1c1ccc(Cl)cc1,-0.1,5,0.1,-2
O=C(Nc1ccc(F)c(Cl)c1)c1cc2c(=O)oc3ccccc3c2s1,0.1,3,1.3,-5
O=C(c1ccccc1Cl)N1CCN(c2cccc(Cl)c2)CC1,0.6,19,-1.8,9
CC(=O)Nc1ccc(-n2c(C)cc(C=C3C(=O)c4ccccc4C3=O)c2C)cc1,0.3,6,-1.6,83*
Cc1ccc2c(c1)N(C(=O)CCC(=O)O)CC(C)O2 (centres undefined),0.1,4,0.2,2
Cc1cc(S(=O)(=O)NCCc2ccccc2)c(C)s1,0.2,1,0.4,3
Cn1cnnc1Sc1ccc(C(=O)OCC(=O)c2ccc(Cl)s2)cc1[N+](=O)[O-],-0.3,6,-0.7,4
COc1ccc(NC(=O)c2nn(-c3ccc(Cl)cc3)c(=O)c3ccccc23)c(OC)c1,0.1,7,-1.6,-10
O=C(NCc1cccnc1)c1cc(-c2ccccn2)nc2ccccc12,-0.2,6,0.6,16
CCCC(=O)NC(c1ccccc1OC)c1ccc2cccnc2c1O (centres undefined),-1.9,34,-1.2,76*
CCc1cc2c(=O)n(NC(=S)NC3CCCCC3)cnc2s1,0.2,-8,1.0,-1
Cc1cc(=O)oc2c(CN(CC(C)C)CC(C)C)c(O)ccc12,0.0,-5,-0.1,3
CC(C)C[C@@H]1NC(=O)[C@H]2CN(S(=O)(=O)c3ccccc3F)CCN2C1=O,-0.1,4,0.1,-7
COc1ccc(CCNC(=O)c2ccc(F)cc2)cc1,0.2,-2,0.4,-13
CCn1c(=O)c2ccccc2n2c(SCC(=O)N3CCCc4ccccc43)nnc12,0.0,0,2.7,5
COC(=O)c1ccc2c(=O)n(CCCCCC(=O)NC3CCCC3)c(=O)[nH]c2c1,0.1,-5,1.0,-7
CCN1C(=O)/C(=c2/s/c(=C3\SC(C)=C(C)N3CC)c(=O)n2CC)N(C)C1=S,0.6,11,0.2,2
COc1ccc(/C=N/N2C(=O)c3ccccc3C2=O)cc1O,-0.1,0,0.5,-16
O=C(C1CCN(S(=O)(=O)c2cccc3nonc23)CC1)N1CCCC1,0.0,-9,-0.9,-17
CC(=O)CC(=O)Nc1ccnn1-c1ccccc1,-0.1,-17,-1.2,1
CCOc1ccccc1C1C(C#N)=C(SCC(=O)Nc2cccc(Cl)c2C)NC2=C1C(=O)CCC2 (centres undefined),0.2,13,-1.1,2
O=C(CC1(c2ccccc2)CC(=O)N(Cc2cccs2)C1=O)N1CCc2[nH]ncc2C1 (centres undefined),0.0,6,0.8,10
C=CCOC(=O)C1=C(C)Nc2ncnn2C1c1ccc(Br)cc1 (centres undefined),-0.2,-3,1.3,7
Nc1nc(NC(=O)C(Cl)(Cl)Cl)nn1-c1ccccc1,-0.8,25,7.0*,-5
CC1SC(C)C(=O)N(CC(=O)Nc2ccc3c(c2)OCCO3)C1=O (centres undefined),1.2,16,-1.1,9
Cc1cc(C)c2c(n1)nn1c(C)c(CCC(=O)N(C)Cc3ccccc3)c(C)nc21,0.0,3,0.2,-1
CC(=O)N1CCC(N(C(=O)Nc2cccc(C)c2C)C(C)C)CC1,-0.1,0,0.6,9
O=C(CSc1cn(CCNC(=O)c2c(F)cccc2F)c2ccccc12)Nc1ccc(F)cc1,0.1,-11,0.8,7
O=C1CCc2cc(S(=O)(=O)N3CCC(C(=O)NCc4ccccn4)CC3)ccc2N1,-0.7,1,1.2,-15
CC(=O)Nc1cccc(-c2nnc(SCc3cccc(Cl)c3)n2C)c1,-0.3,-8,-1.1,-56
CC(c1ccccc1)N1Cc2ccccc2C1 (centres undefined),0.0,-36,-0.1,-7
CC(C)c1nnc(SCC(=O)Nc2cccc(Cl)c2)n1C,-0.2,-5,-0.5,-9
COc1ccc(-c2nc(C)sc2CC(=O)O)cc1OC,0.7,5,3.4,13
COCC(C)NC(=O)CCSc1nc(-c2ccco2)cc(C(F)(F)F)n1 (centres undefined),0.0,-7,-0.6,2
O=C(NCc1ccco1)c1cnc2ccccn12,0.1,11,0.0,-14
O=C(NCc1cccnc1)c1cn(CCc2ccccc2)nn1,0.1,-13,-0.5,4
COc1ccc(C2CC(=O)C3=C(C2)NC(C)=C(C(=O)OC2CCCC2)C3c2ccc(Cl)cc2)cc1OC (centres undefined),-0.1,-4,-0.7,16
O=C(O)c1cc(S(=O)(=O)N2CCCCCC2)ccc1Br,0.0,8,0.1,-5
CCN=C(Nc1cccc(Cl)c1)SC1CC(=O)N(c2ccc(C(=O)O)cc2)C1=O (centres undefined),0.1,14,-0.3,12
CC1CC(=O)C(C)N(C(C)C)C1 (centres undefined),0.2,17,-1.2,-6
O=C(c1cc(Sc2ccc(Cl)cc2)nc2ccccc12)N1CCN(c2ccccn2)CC1,0.0,20,-2.0,1
COc1cc(SC)ccc1C(=O)N1CCN(c2cccc(Cl)c2)CC1,-0.3,11,0.6,51*
O=P1(NCCO)C=C(c2ccccc2)OC(c2ccccc2)=C1,-0.1,12,1.2,6
COc1ccc(NC(=O)CCS(=O)(=O)c2cc3c(cc2Cl)NC(=O)CO3)cc1,-0.2,4,-0.9,1
Cc1c([N+](=O)[O-])cc(C(=O)Nc2cccc(NC(=O)c3ccccc3)c2)cc1[N+](=O)[O-],-0.1,0,0.2,-1
CCN1/C(=C/c2c3ccccc3cc[n+]2CC)C=Cc2ccccc21,-0.3,22,1.4,89*

# Four compounds from above, arranged by heavy-atom count, falling:
SMILES,FBW7 activator,MITF primary,GPR151 activ,TEAD-YAP inh
O=C(CSc1cn(CCNC(=O)c2c(F)cccc2F)c2ccccc12)Nc1ccc(F)cc1,0.1,-11,0.8,7
CCN=C(Nc1cccc(Cl)c1)SC1CC(=O)N(c2ccc(C(=O)O)cc2)C1=O (centres undefined),0.1,14,-0.3,12
COc1ccc(/C=N/N2C(=O)c3ccccc3C2=O)cc1O,-0.1,0,0.5,-16
O=C(O)c1cc(S(=O)(=O)N2CCCCCC2)ccc1Br,0.0,8,0.1,-5

# Next structures
SMILES,FBW7 activator,MITF primary,GPR151 activ,TEAD-YAP inh
O=C(NCCOCCOCCNC(=O)c1ccccc1)c1ccccc1,-0.1,-3,1.6,2
S=C(Nc1ccccc1Cl)N(CCCN1CCOCC1)Cc1cccnc1,0.5,-12,0.6,-4
COc1ccc(/C=C2/N=C(c3ccc(Cl)cc3)OC2=O)cc1,0.0,16,-0.2,-1
O=C(CSc1nnc(Cc2ccccc2)o1)Nc1ccccc1F,0.3,12,1.4,-16
O=C(Nc1nnc(-c2ccncc2)o1)c1cccc(Br)c1,-0.1,-5,-0.3,-3
Cn1nc(C(=O)OCC(=O)Nc2sc3c(c2C(N)=O)CCCC3)c2ccccc2c1=O,0.2,-3,0.3,8
COc1ccc(C(=O)C2CCN(CC(=O)NC(C)(C)C)CC2)cc1,-0.2,-3,-0.3,7
CCCc1noc(CN2CCN(c3ccccc3C)CC2C)n1 (centres undefined),0.7,-3,-1.3,-4
Clc1cccc(CSc2nnc3ccc(-c4ccncc4)nn23)c1,0.0,-2,-1.5,-9
Cc1ccc(C)c(N=C(NOCc2ccc(Cl)cc2)c2nonc2N)c1,0.1,-5,1.0,7
CN1CCN(C(=O)Cn2nnnc2CN2CCCCCC2)CC1c1ccccc1 (centres undefined),0.0,12,2.3,7
Cc1cc(Nc2ccccc2)n(CCC#N)n1,-0.1,7,2.9,2
CC(C)c1ccc(C2Nc3cccc4cccc(c34)C(=O)CS2)cc1 (centres undefined),0.0,0,-0.4,8
COC(=O)[C@@H](NC(=O)C1CCN(c2nc(C)c3cc(C)ccc3n2)CC1)C(C)C,0.2,2,-0.5,-8
O=C1N=c2ccccc2=C1c1c(O)[nH]c2c(C(F)(F)F)cccc12,1.1,10,1.9,5
CCCOc1ccc(C(CC(=O)O)NC(=O)c2ccc(OC)cc2)cc1 (centres undefined),0.1,-12,-0.1,-6
Cc1nnc(SCC(=O)N2c3ccccc3Sc3ccccc32)n1N,-0.1,8,7.4*,9
COc1ccc(C(=O)NNC(=O)C(=O)NC(C)(C)C)cc1,1.7,17,0.0,-16
O=C(NCCC12CC3CC(CC(C3)C1)C2)c1cc([N+](=O)[O-])ccc1N1CCOCC1,-0.1,7,3.3,-13
CC(=O)N(C)c1ccc(NC(=O)c2ccc(Cl)c(Cl)c2)cc1,0.3,9,-1.0,-61
O=C(Nc1cc(F)ccc1F)N1CCC(CN2CCOCC2)CC1,-0.1,-9,-2.0,-3
Cc1c(C(=O)Nc2ccc(C(F)(F)F)cc2)sc2ncn(Cc3ccccc3Cl)c(=O)c12,0.5,1,0.7,-3
COc1ccc(/C(C)=N\NC(=O)COc2cccc(Cl)c2)cc1OC,-0.1,-2,-0.9,1
CCOCCCNC(=O)Cc1ccc(Br)cc1,0.5,7,-1.9,3
N#CC(c1ccc(O)cc1)N1CCCCC1 (centres undefined),0.1,19,-2.2,-3
CCC(CC)Nc1ncc(C(=O)OC)c2ccccc12,0.5,-6,0.0,2
CCOC(=O)c1cc([N+](=O)[O-])sc1NC(=O)c1ccc(Oc2ccccc2)cc1,0.2,5,0.0,-3
Cn1c(=O)c([N+](=O)[O-])c2c3c(cccc31)C(=O)c1ccccc1-2,-0.3,5,0.3,0
O=c1c2c3c(sc2nc(SCc2c(Cl)cccc2Cl)n1-c1ccccc1)CCCC3,-0.1,-2,0.2,-13
COc1ccc(OC)c(-c2csc(=Nc3cccnc3)n2Cc2ccco2)c1,-0.1,-2,1.9,-18
CC(=O)c1cccc(NS(=O)(=O)N(C)C)c1,0.0,13,0.0,8
N#CCCn1cc(CNCCc2ccccc2)c(-c2ccccc2)n1,0.1,41,-1.6,2
Cc1ccc(-c2nnc(Nc3cccc(Cl)c3)c3ccccc23)cc1S(=O)(=O)NCc1ccccn1,0.0,13,0.1,8
CCOC(=O)/C(C#N)=C\c1ccc(N2CCCCC2)cc1,0.2,-13,-2.3,-73
CN(C(=O)c1cc([N+](=O)[O-])ccc1N1CCCC1)C1CCCCC1,-0.1,9,0.3,-6
Cc1ccc2nc(Nc3ccc(Cl)cc3)c(/C=N/O)c(=O)n2c1,0.1,2,0.8,9
COc1ccc(/C=C2\SC(=S)N(CCC(=O)OCCN3CCOCC3)C2=O)cc1,-0.1,12,-0.2,54*
CC1=C(C(=O)OCCOc2ccccc2)C(c2cccc(Oc3ccccc3)c2)NC(=O)N1 (centres undefined),0.2,13,-0.6,3
O=c1cc(-c2ccccc2)nc(SCCOc2ccccc2)[nH]1,0.1,4,0.4,3
CCCN(c1ccc(C(C)C)cc1)S(=O)(=O)c1ccc2c(c1)n(C)c(=O)c(=O)n2C,0.1,-6,0.2,-2
O=C(Nc1ccc2c(c1)CN(C(=O)Cc1ccsc1)CC2)C1CCCO1 (centres undefined),-0.2,5,-1.5,-4
Cc1ccc(-c2nc3ccc(C)cn3c2NC(=O)c2ccccc2)cc1,0.1,-6,-1.2,-8
O=C(Nc1nc2ccc([N+](=O)[O-])cc2s1)C(Cl)Cl,-0.1,14,-1.0,3
Cc1c(C(=O)NN2CCN(C)CC2)cccc1[N+](=O)[O-],0.1,-12,3.2,-4
CCOC(=O)c1c(NC(=O)c2cc(C)on2)sc2c1CCCC2,0.1,30,-0.8,2
CC[C@H](C)[C@@H]1NC(=O)[C@H]2CN(C(=O)c3ccc(Cl)cc3)CCN2C1=O,0.1,-13,0.2,-3
Cc1cnc(C)c(-c2cccc3c2OC(CNC(=O)CN2CCCC2)C3)n1 (centres undefined),-0.2,-3,-0.6,-9
O=Cc1ccccc1OCc1cccc(I)c1,0.1,5,-0.4,0
O=C(CCn1nc(-c2ccc(Cl)cc2)ccc1=O)NCc1ccccn1,-0.7,-1,2.2,0
COC(=O)C1=C(C)NC2=C(C(=O)CC(c3cccs3)C2)C1c1cccc(C(F)(F)F)c1 (centres undefined),0.1,11,0.0,10
CC1=C(C(=O)OC2CCCCC2)C(c2cc3c(cc2Br)OCO3)NC(=O)N1 (centres undefined),0.1,5,-0.4,10
Cn1c(=O)c2c(ncn2CC(O)CN=CN2CCOCC2)n(C)c1=O (centres undefined),0.2,-8,-3.0,1

# 3 records drawn at random from those above, as already listed:
SMILES,FBW7 activator,MITF primary,GPR151 activ,TEAD-YAP inh
Cc1cnc(C)c(-c2cccc3c2OC(CNC(=O)CN2CCCC2)C3)n1 (centres undefined),-0.2,-3,-0.6,-9
Cc1c(C(=O)Nc2ccc(C(F)(F)F)cc2)sc2ncn(Cc3ccccc3Cl)c(=O)c12,0.5,1,0.7,-3
O=C(CSc1nnc(Cc2ccccc2)o1)Nc1ccccc1F,0.3,12,1.4,-16
